Screening results from PubChem BioAssay.
HCV core dimer = blocks dimerization of HCV core protein. TR-FRET GST/Flag-core106 dimerization, 1536-well. inhibition, % at 5 µM. 300,000 compounds, 0.33% hits;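 active = inhibition above the mean of all tested compounds plus 3 SD, set per screening campaign, cut at about 45% in these data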
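System – GST-tagged and Flag-tagged HCV core protein residues 1-106 · Repeats – one well for each compound · Technique – TR-FRET 671 and 617 nm emission · Doses – one concentration, 5 µM, in 0.5% DMSO · Times – 4 h, 22.5 °C incubation · Also added – Eu donor and XL665 acceptor anti-tag antibodies · Measure – percent inhibition of core106 dimerization signal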
ZTA counter = blocks Epstein-Barr virus ZTA, an EBNA-1 counter-screen | P03206 | ZTA-DNA binding, fluorescence polarization | inhibition, % at 11 µM | 320,000 compounds, 0.15% hits | AID 2234; in the data active = inhibition above about 33%
PP1 inh = counter-screen for PP5 inhibitors: inhibitors of human PP1-alpha. 320,000 compounds, 0.9% hits. P62136. purified PP1alpha, OMFP fluorescence. inhibition, % at 6.7 µM;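 active = inhibition above the mean inhibition of all tested compounds plus 3 SD, computed separately for each screening campaign, cut at about 15% in these data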
Target sequence (P62136 whole entry, looked up): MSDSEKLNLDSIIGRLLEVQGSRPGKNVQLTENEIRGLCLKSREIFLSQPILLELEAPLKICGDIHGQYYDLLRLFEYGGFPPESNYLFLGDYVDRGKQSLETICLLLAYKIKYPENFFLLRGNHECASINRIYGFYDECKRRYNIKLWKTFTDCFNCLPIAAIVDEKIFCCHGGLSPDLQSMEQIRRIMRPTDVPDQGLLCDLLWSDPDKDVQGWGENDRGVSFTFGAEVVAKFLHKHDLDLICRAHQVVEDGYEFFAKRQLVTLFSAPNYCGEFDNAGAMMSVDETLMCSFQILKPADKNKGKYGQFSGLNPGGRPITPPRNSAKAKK
CR mimetic SO = yeast age-related superoxide inhibition as caloric restriction mimetic | superoxide response (% of plate mean), % at 10 µM | 330,000 compounds, 0.18% hits | AID 2690 | S. cerevisiae aged cells, superoxide DHE fluorescence; active compounds read low;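 active = superoxide response under a set limit, about three screen SD below normal, cut at about 65% in these data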;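 also: yeast aged for seven days with compound at 30 °C before DHE staining; 100% = average MFI of all compound-treated wells on the plate with controls excluded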
PP5 inh = inhibitors of human protein phosphatase 5 (PP5). P53041. purified PP5c, OMFP substrate fluorescence. inhibition, % at 6.7 µM. 320,000 compounds, 0.18% hits;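 active = inhibition above the campaign's mean inhibition across all tested compounds plus 3 SD, cut at about 9.5% in these data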;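 also: 0% = DMSO only and 100% = 100 µM cantharidin control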
Target sequence (P53041 whole entry, looked up): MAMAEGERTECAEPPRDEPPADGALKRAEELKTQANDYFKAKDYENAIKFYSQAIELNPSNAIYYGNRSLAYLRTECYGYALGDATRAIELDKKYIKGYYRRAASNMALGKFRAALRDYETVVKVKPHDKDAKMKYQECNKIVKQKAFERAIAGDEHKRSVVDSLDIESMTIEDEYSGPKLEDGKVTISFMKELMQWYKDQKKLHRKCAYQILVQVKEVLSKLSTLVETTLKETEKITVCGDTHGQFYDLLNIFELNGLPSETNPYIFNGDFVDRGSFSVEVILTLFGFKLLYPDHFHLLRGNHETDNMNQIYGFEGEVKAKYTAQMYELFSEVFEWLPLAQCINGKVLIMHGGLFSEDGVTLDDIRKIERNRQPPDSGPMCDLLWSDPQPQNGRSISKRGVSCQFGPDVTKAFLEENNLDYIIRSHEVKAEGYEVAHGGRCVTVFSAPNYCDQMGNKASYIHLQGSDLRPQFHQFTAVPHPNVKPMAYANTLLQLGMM
EBNA-1 inh = blocks EBNA-1 binding to DNA; EBNA-1 DNA binding, fluorescence polarization; inhibition, % at 14.8 µM; 300,000 compounds, 0.34% hits; in the data active = inhibition above about 28%
TPT1 inh = blocks Candida albicans tRNA 2'-phosphotransferase; inhibition, % at 5 µM; AID 1962; 300,000 compounds, 0.81% hits; recombinant caTPT1, FP RNA substrate dephosphorylation;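 active = inhibition above the mean of all tested compounds plus 3 SD, set per screening campaign, cut at about 24% in these data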;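 also: plate controls were DMSO alone for no effect and ferristatin control at 100 nM for full effect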
Fh CTSL1 inh = blocks F. hepatica cathepsin L1 in PFM18AAP counter-screen. recombinant F. hepatica cathepsin L1, Z-Leu-Arg-MCA fluorescence. inhibition, % at 5.96 µM. 300,000 compounds, 0.49% hits;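 active = inhibition above the mean of all tested compounds plus 3 SD, set per screening campaign, cut at about 17% in these data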;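 also: 0% = plate median of test compound wells and 100% = 1 µM Z-Phe-Ala-diazomethylketone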
GASC-1 inh = inhibitors of human GASC-1 (JMJD2C) demethylase; Q9H3R0; GST-JMJD2C(1-420) H3K9me3 demethylation, DELFIA europium; inhibition, % at 2.35 µM; 330,000 compounds, 0.069% hits;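 active = more than half of a compound's replicate wells show inhibition beyond 50%, single wells judged on their own value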;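 also: signal counts dimethyl H3K9 product captured on neutravidin plate; 0% = median of DMSO wells and 100% = 0.3 times that DMSO median; strong numbers were not always called active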
The depositor's hits bear a star.

SMILES	HCV core dimer	ZTA counter	PP1 inh	CR mimetic SO	PP5 inh	EBNA-1 inh	TPT1 inh	Fh CTSL1 inh	GASC-1 inh
C=CCc1ccccc1OCC(=O)OCCNC(=O)c1cccnc1	1	-8	2	111	1.1	4	-2	-5	0
COc1cc(OC)c(C(=O)Nc2ccc(C(=O)c3ccccc3)cc2)cc1OC	11	12	2	96	5.8	4	-1	6	-15
O=C(CCNc1ccc(Cc2ccncc2)cc1)c1ccc([N+](=O)[O-])cc1	20	6	18*	88	-1.0	11	4	4	9
Cc1ccc(NC2=Nc3ccccc3CS2)cc1	6	12	1	90	2.4	0	1	-2	7
O=C(O)CN1CCCC1=Nc1ccccc1	2	15	-2	80	-1.0	4	0	1	1
O=C(N/N=C\c1cn[nH]c1-c1ccccc1)c1cccs1	5	8	1	107	3.3	-2	-3	5	0
O=C(Nc1ccc(S(=O)(=O)Nc2nccs2)cc1)c1nn(-c2ccccc2)ccc1=O	63*	-2	6	90	-0.5	-5	9	3	33
CCC(=O)Nc1ccc(Br)cn1	-3	-5	-3	97	1.9	-7	-4	4	1
CCCNCc1cc(OCC)c(OCC(=O)Nc2ccccc2)cc1Br	0	6	-5	101	-1.0	6	2	1	11
CC(Cl)C(=O)Nc1ccccc1C#N (stereo not drawn)	0	1	-2	97	-2.0	10	-4	0	-3
CCC1(c2ccccc2)NC(=O)N(Cc2cccc([N+](=O)[O-])c2)C1=O (stereo not drawn)	-2	-7	-4	98	-0.4	-9	-2	5	-4
Cc1cnc(C(=O)Nc2ccc(N3CCCCC3)cc2)cn1	-2	0	7	103	1.9	0	0	1	7
C=CCN1C(=O)C(CC(=O)Nc2ccccc2F)S/C1=N\c1nccs1 (stereo not drawn)	-8	-2	-3	93	-1.0	-12	-5	2	13
COc1ccc(N2CC(C(=O)Nc3nnc(Cc4ccccc4)s3)CC2=O)cc1 (stereo not drawn)	23	0	0	106	-0.8	8	0	1	-7
O=C(OCc1nnc(-c2ccc(Br)cc2)o1)c1ccco1	-2	4	1	110	4.1	5	0	-3	3
Cc1ccc(S(=O)(=O)/N=C(\N)c2ccc(F)cc2)cc1	-6	-2	2	95	0.4	-4	-4	2	5
O=c1c(CO)cc(CO)cc(CO)c1O	-7	9	8	96	8.1	1	-1	1	-6
COc1ccc(C2C(C(=O)Nc3cc(OC)c(OC)c(OC)c3)c3ccccc3C(=O)N2C)cc1OC (stereo not drawn)	3	-3	-2	100	0.0	-8	2	-8	5
CC(NCC(=O)Nc1cc(Cl)cc(Cl)c1)c1ccccc1 (stereo not drawn)	-18	0	4	101	3.9	-2	-5	2	-34
CN(CC(=O)NCc1ccc(F)cc1)Cc1cccc(Cl)c1	3	14	1	99	3.8	0	-1	2	33

Next part, overlapping the part above by 2 compounds.
SMILES	HCV core dimer	ZTA counter	PP1 inh	CR mimetic SO	PP5 inh	EBNA-1 inh	TPT1 inh	Fh CTSL1 inh	GASC-1 inh
CC(NCC(=O)Nc1cc(Cl)cc(Cl)c1)c1ccccc1 (stereo not drawn)	-18	0	4	101	3.9	-2	-5	2	-34
CN(CC(=O)NCc1ccc(F)cc1)Cc1cccc(Cl)c1	3	14	1	99	3.8	0	-1	2	33
CC(=O)c1cc(-c2nc3ccccc3n2C)n(C)c1	-5	3	1	98	2.1	3	-4	-4	0
O=C(CNC(=O)c1cccnc1)N/N=C/c1cc(Br)c(O)c(Br)c1	-6	-4	0	87	-1.6	9	-1	3	0
CC(=O)c1cc(C#N)c(NCc2ccccc2)nc1C	2	24	-2	105	0.4	-2	-2	5	-30
CC1CCN(CC(=O)Nc2ccc(S(=O)(=O)N3CCC(C)CC3)cc2)CC1	2	7	-1	93	3.0	5	1	-4	-4
Cc1cc(-n2c(C)c3c(C)nnc(C)c3c2C)ccc1N	14	9	2	98	1.3	-7	10	3	1
CCOC(=O)c1c(C)n(C)c2ccc(O)c(S(=O)(=O)c3ccccc3)c12	-2	7	-4	99	1.4	-2	-4	4	43
Cc1ccn(-c2ccc([N+](=O)[O-])cc2)n1	0	5	-3	85	3.1	11	0	0	2
CCCc1c(C)nc2c(Br)cccc2c1Cl	6	-4	1	83	-0.1	-2	-3	1	1
COc1ccccc1C(CNc1ncccc1[N+](=O)[O-])N(C)C (stereo not drawn)	-14	-23	-4	99	-5.0	-16	-8	9	11
Cc1cc(C)n2nc(SCc3nnc(SCc4ccccc4C)s3)nc2n1	4	-6	-1	95	2.1	15	0	-2	-2
CC(C)N(C(=O)CN1C(=O)C(=O)c2ccccc21)c1ccccc1	5	5	-2	93	0.2	-2	-3	0	8
O=C1CSC(=S)N1/N=C/c1cccc(C(F)(F)F)c1	11	-16	6	85	1.2	1	10	5	5
COc1ccc(S(=O)(=O)N2CCCOC2CNC(=O)C(=O)NCc2ccco2)cc1C (stereo not drawn)	-3	-16	1	80	3.2	-6	-2	-4	2
COc1ccc(NC(=O)CN(C)S(=O)(=O)c2ccc3[nH]c(=O)oc3c2)cc1	-23	-3	-12	91	0.5	-15	1	4	4
COc1ccc(C(=O)NC(=S)Nc2ccc3oc(=O)ccc3c2)cc1	-1	5	-1	113	-1.2	4	6	0	6
O=C(NCC(=O)N1CCN(c2ncc(C(F)(F)F)cc2Cl)CC1)c1ccc(Br)o1	3	3	1	105	2.7	1	3	0	-31
O=C(O)CNC(=O)/C(=C\c1ccc2c(c1)OCO2)NC(=O)c1ccc(Br)cc1	-1	1	-2	99	0.9	2	-5	-2	9
CC(=O)c1c(C)[nH]c(-c2ccccc2)c1C	-1	-5	-3	100	1.0	-6	-2	-1	-2
COc1ccc(-n2c(Cc3cc(=O)[nH]c(=O)[nH]3)nnc2SCC(=O)Nc2ccccc2)cc1	-2	4	-4	111	3.6	2	-3	-1	2
O=c1[nH]c2ccccc2nc1N1CCOCC1	3	-6	-1	93	-1.5	3	0	3	2
C=CC(=O)NC(C)(C)Cc1ccccc1	-7	-12	-2	95	-0.9	-3	-4	0	7
COc1ccccc1-c1n[nH]c2c1[C@H](C)CC[C@H]2C(C)C	5	5	4	85	4.5	10	1	4	5
O=C(COc1ccccc1C(=O)c1cnn(-c2ccccc2)c1)Nc1ccccc1	8	-2	-1	112	-0.9	0	1	-1	-12
CCOC(=O)c1ccc(NC(=O)CC2C(=O)N(c3ccccc3)C(=O)N2CCCOC)cc1 (stereo not drawn)	-5	-7	-1	95	2.0	-3	1	0	-5
Cn1c(=O)c2c(nc(NCc3ccc4c(c3)OCO4)n2Cc2ccccc2)n(C)c1=O	2	8	-2	102	0.9	1	2	-2	0
COc1ccc(N2CCCC2=N)c(OC)c1	-6	-12	-1	105	8.6	-9	-4	-3	1
COc1ccc(NCC(O)COc2ccc(C(C)(C)C)cc2)cc1 (stereo not drawn)	-5	0	-1	86	3.0	6	-5	3	27
Cc1ccc2oc(=O)c3cnn(CC(=O)N4CCCCCC4)c3c2c1	22	4	3	86	2.8	3	-3	-5	3
COc1ccccc1N(C)S(=O)(=O)c1ccc(C(=O)O)cc1	-6	-4	0	107	0.5	-3	1	1	3
CC1(C)CC(NC(=O)c2cccc([N+](=O)[O-])c2)CC(C)(C)N1	5	-3	-4	108	1.3	3	-4	0	3
CC(C)c1ccc(C(CC(=O)O)NC(=O)c2cccs2)cc1 (stereo not drawn)	3	5	5	110	-0.8	-18	1	6	0
Cc1ccc(-c2nc(CS(=O)(=O)CC(=O)N3CCc4ccccc4C3)c(C)o2)cc1	2	-16	-5	102	1.2	2	-4	0	3
COc1ccc(C(=O)c2ccccc2)c(OCC(=O)N(C)C)c1	-5	-3	-4	102	2.1	-13	2	-1	-3
Cn1c(CN2CCCCC2)nc2cc(NC(=O)c3ccccc3)ccc21	4	0	-3	78	0.4	5	-2	0	5
COc1cc2c(cc1OC)C(C)N(C(=O)[C@@H](NC(=O)c1ccccc1)C(C)C)CC2 (stereo partly drawn)	-1	15	3	102	0.4	17	-3	-5	14
COc1cccc(/C=N/NC(=O)c2[nH]c(C)c(C(=O)N/N=C/c3cccc(OC)c3O)c2C)c1O	8	-10	25*	63*	3.3	-3	2	0	1
COc1cc(CNCc2ccncc2)cc(OC)c1OC	2	-5	-4	98	5.0	0	4	-3	1
COc1ccc(S(=O)(=O)N2CCCC(C(=O)NCc3ccco3)C2)cc1Cl (stereo not drawn)	-5	9	-1	112	2.6	0	4	-1	4
CCC(C)NC(=O)c1cc(Sc2nnc(C)s2)nc2ccccc12 (stereo not drawn)	0	-5	-2	101	1.5	14	-2	0	2
O=C(OC(C(=O)c1c[nH]c2ccccc12)c1ccccc1)c1cnccn1 (stereo not drawn)	1	-19	-13	118	3.1	1	2	-44	-3
CCC(C)NC(=O)c1cc(C)no1 (stereo not drawn)	-3	1	-5	94	0.1	9	-2	-4	20
CCOC(=O)C1=NN(c2cccc(C)c2)C2(S1)SC(C(C)=O)=C(C)N2c1ccccc1 (stereo not drawn)	5	-10	2	72	3.2	-8	2	3	-39

Arranged by formula weight (smallest number first): some entries from above
SMILES	HCV core dimer	ZTA counter	PP1 inh	CR mimetic SO	PP5 inh	EBNA-1 inh	TPT1 inh	Fh CTSL1 inh	GASC-1 inh
C=CC(=O)NC(C)(C)Cc1ccccc1	-7	-12	-2	95	-0.9	-3	-4	0	7
CC(Cl)C(=O)Nc1ccccc1C#N (stereo not drawn)	0	1	-2	97	-2.0	10	-4	0	-3
O=c1[nH]c2ccccc2nc1N1CCOCC1	3	-6	-1	93	-1.5	3	0	3	2
CC(=O)c1cc(C#N)c(NCc2ccccc2)nc1C	2	24	-2	105	0.4	-2	-2	5	-30
Cc1cc(-n2c(C)c3c(C)nnc(C)c3c2C)ccc1N	14	9	2	98	1.3	-7	10	3	1
COc1ccccc1-c1n[nH]c2c1[C@H](C)CC[C@H]2C(C)C	5	5	4	85	4.5	10	1	4	5
CCC1(c2ccccc2)NC(=O)N(Cc2cccc([N+](=O)[O-])c2)C1=O (stereo not drawn)	-2	-7	-4	98	-0.4	-9	-2	5	-4
Cn1c(CN2CCCCC2)nc2cc(NC(=O)c3ccccc3)ccc21	4	0	-3	78	0.4	5	-2	0	5
CCOC(=O)c1c(C)n(C)c2ccc(O)c(S(=O)(=O)c3ccccc3)c12	-2	7	-4	99	1.4	-2	-4	4	43
COc1cc(OC)c(C(=O)Nc2ccc(C(=O)c3ccccc3)cc2)cc1OC	11	12	2	96	5.8	4	-1	6	-15
CC1CCN(CC(=O)Nc2ccc(S(=O)(=O)N3CCC(C)CC3)cc2)CC1	2	7	-1	93	3.0	5	1	-4	-4
COc1ccc(N2CC(C(=O)Nc3nnc(Cc4ccccc4)s3)CC2=O)cc1 (stereo not drawn)	23	0	0	106	-0.8	8	0	1	-7
Cc1cc(C)n2nc(SCc3nnc(SCc4ccccc4C)s3)nc2n1	4	-6	-1	95	2.1	15	0	-2	-2
O=C(CNC(=O)c1cccnc1)N/N=C/c1cc(Br)c(O)c(Br)c1	-6	-4	0	87	-1.6	9	-1	3	0

Not a hit list. About 3.1% of those tested had a hit in this group.
